From PubChem
Insulin prom inh: inhibitors of insulin promoter-driven GFP, primary screen, imaging, TRM-6 cells (human fetal islet line), eGFP reporter, cell count; reporter expression induced with tamoxifen; inhibition, % at 2 µM; hit rate 0.9% among 130,000; AID 1273, 2008;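 active = inhibition above the mean plus 3 SD, with well images judged a real hit on visual review, cut at about 60% in these data, passing the limit was not always enough; inconclusive = inhibition over the cutoff but images rejected on review; inactive = inhibition not above the cutoff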
SDO1 yeast rescue: growth rescue of sdo1-depleted yeast, primary screen, S. cerevisiae, bone marrow failure model; S. cerevisiae sdo1-depleted JHY4D growth rescue, OD600 30 h; active compounds read high; pdr5 snq2 efflux-pump mutant strain; z-score at 10 µM; hit rate 0.21% among 140,000; AID 817, 2007;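 active = z-score above 3 at both the 24 hr and the 30 hr optical density reads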;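 note: z-score against mean and SD of all compound wells on the same plate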
SDO1 yeast rescue Rescue 24 h: second read-out of SDO1 yeast rescue, no call of its own (marks repeat the call); z-score; S. cerevisiae sdo1-depleted JHY4D growth rescue, OD600; measured here: growth rescue at 24 h;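 0 is the plate mean of compound wells and units are plate SD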
An asterisk follows results filed as active; i = inactive; u = inconclusive; x = no result given; & = joins results of further samples.

Below each SMILES: Insulin prom inh | SDO1 yeast rescue | SDO1 yeast rescue Rescue 24 h
> COc1ccccc1S(=O)Cc1ccc(C(=O)NC2CCCC2)o1 (stereo not given)
  x | 0.15 | -0.54
> O=C(CCC(=O)N(CC(=O)NC1CCCCC1)c1ccc2c(c1)OCCO2)Nc1ccccn1
  -36.6 | x | x
> O=C(c1cccnc1Cl)N(Cc1ccccc1)Cc1ccccc1
  28.6 | x | x
> CC/C(=N\Nc1ccccc1[N+](=O)[O-])c1ccc(O)cc1
  -42.9 | x | x
> CC1CCCN(C(=O)N2c3ccccc3Sc3ccccc32)C1 (stereo not given)
  -6.7 | -1.32 | -0.66
> CCC(=O)Nc1ccc(C(=O)Nc2ccc3c(c2)C(=O)N(CC2CCCO2)C3=O)cc1 (stereo not given)
  54.7 | -0.52 | 0.45
> O=C(Nc1cnn(Cc2ccc(Cl)cc2)c1)C1CCCC1
  -481.2 | -1.05 | -1.22
> N/C(COc1ccc(Cl)cc1Cl)=N\NS(=O)(=O)c1ccccc1
  -50.0 | -0.01 | -0.12
> CC1=CC(C)=Nc2ccc(C)cc2N1
  30.3&35.5 | 0.6&1.53 | 0.52&2.11
> Cc1cc2ncn(CC(C)C)c2cc1C
  19.1 | x | x
> CC1(C)CC(=O)c2cnc(NC(=O)CSc3nc4ccccc4o3)nc2C1
  i | -0.9 | 0.36
> CCCCn1c(SCN2C(=O)c3ccccc3C2=O)nc2cc(S(N)(=O)=O)ccc21
  17.4 | 0.95 | 0.75
> CCN1C(=O)/C(=C/N2CCc3ccccc32)SC1=S
  -31.6 | -0.57 | -0.42
> Cc1cc(Cl)cc(C)c1OCCCCn1ccnc1
  46.9 | -0.64 | -0.44
> Cc1cccc(OCc2nnc(SCc3nc4ccccc4c(=O)[nH]3)o2)c1
  3.0 | -0.43 | 0.39
> O=C(c1cc(-c2cccc(O)c2)on1)N1CCN(C(c2ccccc2)c2ccccc2)CC1
  42.9 | -0.73 | 0.35
> COC(=O)C1(C)NC(=O)c2ccccc2N1 (stereo not given)
  x | 0.86 | 1.78
> CCN1CCN(c2ccc(S(=O)(=O)N3CCCCC3)cc2NC(=O)c2ccc(F)cc2)CC1
  x | 1.14 | 1.4
> O=C1CCCN1c1cc(Cl)cc(Cl)c1
  9.1 | x | x
> Cc1nn(Cc2ccc(Br)cc2)c(C)c1NC(=O)c1nn(C)cc1Cl
  65.5 | 15.4* | 9.1*
> O=C(COC(=O)c1ccc[nH]c1=O)NC1CCCC1
  x | 0.69 | 0.74
> CCc1ccc(OCC(=O)NC(=S)Nc2ccc(F)cc2)c(Br)c1
  x | -0.47 | -0.22
> c1ccc(-n2nnc3c(N4CCOCC4)ncnc32)cc1
  x | -0.13 | -0.32
> CCCCC1CCC(C(=O)OCC(=O)Nc2ccc(S(N)(=O)=O)cc2)CC1 (stereo not given)
  29.6 | -1.32 | -1.01
> CCC1(NC(C)=O)CC2CC1CC2NC(C)=O (stereo not given)
  33.3 | 0.6 | -0.03
> COc1ccccc1CCNC(=O)CSc1nc(-c2ccco2)cc(C(F)(F)F)n1
  x | -1.77 | -1.43
> O=C(NCc1ccc(Cl)cc1)c1ccc(N2CCCC2=O)cc1
  -100.0 | x | x
> Cc1nnc(N(C)C(=O)Cc2ccc3c(c2)OCO3)s1
  13.2 | 0.71 | 0.99
> Cn1c(=O)c2c(nc(CN3CCN(C(=O)c4ccco4)CC3)n2Cc2ccc(Cl)cc2)n(C)c1=O
  x | 0.62 | 1.23
> CN(C)c1nc(N)nc(CSc2ncc(Cl)cc2Cl)n1
  x | -0.53 | 0.02
> O=C(Cn1c(=S)[nH]c2ccccc2c1=O)N1CCc2ccccc2C1
  -54.5 | x | x
> CCN(CC)c1ccc(/C=N/NC(=O)c2cccc(S(=O)(=O)Nc3ccccc3OC)c2)c(O)c1
  56.0 | 2.46 | 1.27
> O=C(CCN1CCN(c2ccccc2F)CC1)c1ccc(Br)cc1
  x | -1.25 | -1.48
> CCn1c(CNc2cccc(C(F)(F)F)c2)n[nH]c1=S
  -20.0 | x | x
> Cc1ccccc1NS(=O)(=O)c1ccc2[nH]c(=O)[nH]c2c1
  5.6 | x | x
> COn1c(SCc2ccc(C)cc2C)nc2ccccc2c1=O
  11.1 | -0.81 | -0.73
> Cc1ccc(C(=O)NCCc2cccc(Cl)c2)cc1[N+](=O)[O-]
  -109.2 | -0.99 | -0.93
> Cc1ccc(S(=O)(=O)Cc2ccc(C(=O)OCc3ccccc3)cc2)cc1
  -3.5 | -0.52 | 0.01
> COC(=O)Nc1sc2c(c1C(N)=O)CCCCCC2
  46.1 | -1.67 | -1.48
> COc1ccccc1NC(=O)Cn1nc(C(F)(F)F)c2c1CCCC2
  x | -0.79 | -0.19
> O=C(NCC1COc2ccccc2O1)C1CCCN(S(=O)(=O)c2cccc3cccnc23)C1 (stereo not given)
  x | 0.16 | 0.58
> CCCn1nnc(NC(=S)NC(=O)CC)n1
  -5.7 | 0.92 | 0.59
> O=C(Cn1cc(C(F)(F)F)ccc1=O)N/N=C/c1ccc(Cl)cc1Cl
  45.5 | -0.74 | -0.58
> CCCOc1ccc(C(=O)CCNc2ccc(C)c(Cl)c2)cc1
  50.0 | 0.51 | 0.25
> Cc1ccccc1CSc1nc2c(c(=O)[nH]1)CCCC2
  -3.9 | -0.55 | 0.94
> Cc1cccc(-c2nnc(NC(=O)c3ccc(N4C(=O)CCC4=O)cc3)s2)c1
  20.0 | -0.9 | 0.79
> CCC(C)(C)n1nnnc1C(c1ccc(C)cc1)N1CCN(Cc2cccnc2)CC1 (stereo not given)
  x | -0.06 | -0.32
> CC(=O)Nc1ccc(S(=O)(=O)Nc2nnc(C(C)C)s2)cc1
  37.5 | -0.67 | -1.41
> CCOc1ccc(NC(=O)c2nccnc2CO)cc1
  50.0 | -0.12 | 0.04
> O=C1c2ccccc2C(Nc2ccc(Cl)cn2)N1c1cccnc1 (stereo not given)
  x | -0.75 | -0.95

Following part
Below each SMILES: Insulin prom inh | SDO1 yeast rescue | SDO1 yeast rescue Rescue 24 h
> O=C(O)CCC/C=C\C[C@@H]1[C@@H](/C=C/[C@@H](O)COc2cccc(Cl)c2)[C@H](O)C[C@@H]1O
  -61.9 | -0.92 | -1.28
> COc1ccccc1NC(=O)c1ccccc1NS(C)(=O)=O
  16.7 | 1.16 | 1.66
> Cc1ccc(SC2CC(=O)N(c3ccc4c(c3)OCCO4)C2=O)cc1 (stereo not given)
  55.0 | x | x
> O=C(O)c1ccccc1C(=O)N1CC=C(c2ccccc2)CC1
  x | -0.22 | -0.59
> O=C(CCSc1ccc(Cl)cc1)NC1CCCCC1
  12.9 | -0.99 | -1.12
> Cc1nc(-c2cccc(NS(C)(=O)=O)c2)cs1
  x | 0.41 | 0.58
> Cc1cc(C)c(C#N)c(SCC(=O)NN2CC(=O)N(c3ccccc3F)CC2=O)n1
  40.0 | 2.15 | 0.27
> CCOc1ccc(NC(=O)C2CC(=O)N=C(N)S2)cc1 (stereo not given)
  12.7 | 1.04 | 1.24
> COc1ccccc1-n1cc(-c2ccc(Cl)cc2)[nH]c1=O
  35.5 | 1.2 | 1.01
> CCCc1cc(=O)oc2cc3occ(C)c3cc12
  x | -0.72 | -0.66
> CCOC(=O)c1sc(NC(=O)CSc2ncn(-c3ccccc3)n2)nc1C
  5.0 | -0.13 | 0.13
> COc1ccc(NC(=O)c2cn(-c3ccccc3)nc2-c2ccncc2)cc1
  0.0 | x | x
> O=C(c1ccc(NS(=O)(=O)c2ccccc2)cc1)N1CCN(Cc2ccc3c(c2)OCO3)CC1
  26.7 | 0.1 | -0.59
> CC1(C)CC(=O)C2=C(C1)N(N1CCOCC1)C(N)=C(C#N)C2c1cccs1 (stereo not given)
  38.5 | 0.04 | -0.42
> O=C(NCc1cccc(C(F)(F)F)c1)c1cc(Cl)ccc1Cl
  x | -0.61 | -0.99
> COc1ccccc1OCCC(=O)OCC(=O)Nc1ccc(Br)cc1
  -45.2 | -0.05 | -0.01
> Cc1nn(C(C)(C)C)c(OC(=O)c2ccc3c(c2)OCO3)c1Sc1ccccc1
  -35.7 | -0.7 | -0.01
> CCCSc1nnc(CSc2nc3ccccc3s2)n1-c1ccccc1
  -13.9 | -0.92 | -0.52
> Cc1cc(-c2nnc(CCC(=O)NCc3ccc(F)c(F)c3)o2)no1
  -7.1 | x | x
> Cc1ccc2nc(NC(=O)CCNS(=O)(=O)c3cccs3)sc2c1
  x | -0.84 | -1.25
> CCOC(=O)Cn1cc(C(=O)c2ccco2)c2ccccc21
  x | -0.87 | -0.89
> CN1CCN(c2oc(-c3cccs3)nc2S(=O)(=O)c2ccccc2)CC1
  -18.2 | 0.49 | 0.35
> O=C(CN1C(=O)S/C(=C/c2ccc(N3CCOCC3)cc2)C1=O)N1CCOCC1
  6.5 | 0.73 | 0.18
> COc1cccc(C(=O)N2CCN(C3CCC(c4ccccc4)CC3)CC2)c1 (stereo not given)
  x | -2.63 | -2.01
> CCCc1[nH]nc2c1C(c1cccc(OC(=O)c3ccco3)c1)C(C#N)=C(N)O2 (stereo not given)
  -268.8 | 0.38 | 0.13
> O=S(=O)(NC(=S)NC1CCCCC1)c1ccccc1
  -29.4 | x | x
> CC1=N/C(=C\c2ccc([N+](=O)[O-])cc2)C(=O)N1c1cc(Cl)ccc1C
  -30.0 | -0.84 | -0.79
> O=C(CCC(=O)N1CCN(C2CCCCC2)CC1)Nc1nnc(C(F)(F)F)s1
  0.0 | 0.11 | -0.78
> CCCCNC(=O)COC(=O)c1cc(F)c(F)cc1Cl
  5.7 | 0.01 | -0.28
> Cc1ccc(Oc2nc3ccccn3c(=O)c2/C=C(\C#N)C(=O)Nc2c(C)n(C)n(-c3ccccc3)c2=O)cc1
  x | 1.27 | 1.7
> CCCOc1ccc(NC(=O)CC2C(=O)N(CC)C(=S)N2CCCN2CCN(Cc3ccccc3)CC2)cc1 (stereo not given)
  -66.7 | x | x
> CCOC(=O)C(NC(=O)c1ccccc1)(N1CCCC1=O)C(F)(F)F (stereo not given)
  6.9 | 0.42 | -0.26
> Cn1c(=O)oc2ccc(C(=O)CSc3nnnn3-c3ccccc3)cc21
  x | -0.35 | 0
> Cn1cccc1/C=C1\SC(=S)N(CC(=O)O)C1=O
  56.0 | -0.89 | -0.65
> O=c1[nH]c(-c2ccccc2F)nc2c1sc(=S)n2Cc1ccccc1
  x | -1.11 | -0.25
> O=C(c1cc(S(=O)(=O)N2CCCCC2)c(Cl)cc1N1CCOCC1)N1CCOCC1
  x | 0.16 | 0.09
> CCC(C)c1ccc2oc(-c3ccc(NC(=O)c4ncn[nH]4)cc3)nc2c1 (stereo not given)
  31.2 | -0.09 | -0.29
> O=[N+]([O-])c1ccccc1Sc1nccn1Cc1ccccc1
  x | -0.46 | -1.06
> CCOC(=O)c1c(C)[nH]c(C(=O)NNC(=O)c2ccc(C(C)(C)C)cc2)c1C
  22.6 | -1 | -1.69
> CCN(C(=O)CSc1ccc2ccccc2c1)C1CCS(=O)(=O)C1 (stereo not given)
  -6.2 | 0.68 | 0.49
> O=C(CN1CCCCCC1)Nc1ccc(F)c(F)c1
  -118.8 | -0.09 | -0.05
> Cc1nc(N)nc(Nc2ccc(Cl)cc2)c1Br
  x | -0.26 | -0.57
> CCOC(=O)c1c(C)[nH]c(C(=O)COC(=O)C(C)N2C(=O)C3CCCCC3C2=O)c1C (stereo not given)
  2.3 | -0.5 | -0.85
> C=CCNC(=O)c1cc(Cl)cc(Cl)c1
  -15.4 | x | x
> Cc1cccc(NC(=O)/C=C/c2ccc(Cl)cc2)n1
  -27.3 | -0.87 | -1
> COc1ccc(CSc2nncn2C)cc1[N+](=O)[O-]
  -32.0 | 0.84 | 0.88
> CCN(CC)S(=O)(=O)c1cccc(C(=O)/C=C2/N(C)c3ccccc3C2(C)C)c1
  -50.0 | 0.28 | 0.74
> Cc1cccc(C(=O)NC(=S)Nc2ccc3[nH]c(=O)[nH]c3c2)c1
  -11.1 | x | x
> Cn1ncc2c(NNC(=O)Cc3ccccc3)ncnc21
  -27.3 | 0.77 | 0.08
> O=C(NCC12CC3CC(CC(C3)C1)C2)c1cc2n(n1)C(C(F)(F)F)CC(c1ccco1)N2 (stereo not given)
  18.2 | -1.11 | -1.34

The listing continues:
Below each SMILES: Insulin prom inh | SDO1 yeast rescue | SDO1 yeast rescue Rescue 24 h
> CCOC(=O)N1CCN(C(=O)CSCC(=O)Nc2nc(-c3ccc(OC)cc3)cs2)CC1
  u | -0.78 | -0.03
> CCn1c(=O)cc(OCC(=O)NCCCN2CCN(c3cccc(Cl)c3)CC2)c2ccccc21
  x | -1.18 | -1.43
> Cc1ccc(/C(N)=N/OC(=O)/C=C/c2ccccc2)cc1
  -54.0 | -1.94 | -0.78
> CC1CCCC(C)N1C(=O)CSc1nc(N)c(-c2ccccc2)c(=O)[nH]1 (stereo not given)
  -28.1 | 0.56 | 0.1
> CC(C)n1c2ccccc2c2nnc(SCC(=O)OCN3C(=O)c4ccccc4C3=O)nc21
  x | 0 | -0.52
> FC(F)(F)c1ccccc1/C=N/N1CCN(Cc2ccccc2)CC1
  -36.0 | 0.18 | 0.05
> CCOC(=O)C1CCCN(CC(O)COc2ccc(OC)cc2C(C)(C)C)C1 (stereo not given)
  x | 0 | 0.44
> CCNC(=O)n1nccc1C(C)Oc1ccc(Cl)cc1 (stereo not given)
  -14.0 | 0.82 | -0.35
> CCCNC(=O)Cc1ccsc1
  -55.2 | -0.26 | -0.23

Some of the compounds tested; count on the stated rates, not on these rows.
